EphA4 KYL inhibition = inhibitors of EphA4 binding to KYL peptide, primary screen, biochemical, colorimetric, mouse EphA4 (AID 689) | Ephrin type-A receptor 4 (Mus musculus) | EphA4-AP binding to KYL peptide, pNPP A405; higher % means a stronger effect | one-dose inhibition, % at 10 µM; IC50 in µM for titrated hits | hit rate 0.1% among 62,000; in the data active = a potency from the dose series; inactive = the rest, 99 in 100 with inhibition below about 22%
Numbers without * were called inactive.

SMILES	EphA4 KYL inhibition
Cc1ccc(NC(=O)c2cnn(-c3ccccc3)c2NC(=O)c2ccco2)cc1C	-5.7%
COC(=O)c1ccc(Oc2cc(C)nc(NCc3ccccc3)n2)cc1	-9.9%
CC(C)n1c(C(=O)OCC(=O)NCc2ccc3c(c2)OCO3)cc2sccc21	9.2%
COCCCNCCCCOc1c(Cl)cc(C)cc1Br	-12.2%
O=C1C2C3C=CC(C3)C2C(=O)N1/N=C/c1ccc2c(c1)OCO2 (stereo not drawn)	2.2%
COc1cccc2c(=O)n(CC(=O)Nc3cccc(F)c3)ccc12	-17.7%
Cc1ccc(C)c(NS(=O)(=O)c2cc(C(=O)N3CCc4ccccc4C3)ccc2Cl)c1	-4.0%
CCOC(=O)Cn1c(=O)c2c(nc(N3CCCCC3)n2Cc2ccccc2)n(C)c1=O	-9.0%
Cc1ccc(Nc2nnc(SCn3nnc4ccccc4c3=O)s2)cc1	-0.6%
CCOc1cc(C(=O)Nc2cccc(NC(C)=O)c2)cc(OCC)c1OCC	-0.6%
COc1ccc(CNC(=S)Nc2cc(C)cc(C)c2)cc1	7.4%
CCCn1nc2ccccc2c1P(=N)(N1CCOCC1)N1CCOCC1	-6.4%
Cc1ccc(C(=O)N/C(=C\c2cccc([N+](=O)[O-])c2)C(=O)NCC(C)C)cc1	-5.7%
COc1cc(NC(=O)CC2NCCNC2=O)cc(OC)c1 (stereo not drawn)	-10.7%
Cc1ccc(-c2nn(CC(=O)Nc3ccc4c(c3)nc3n4CCOC3)c(=O)c3ccccc23)cc1	8.0%
COc1ccc(N(Cc2cc3cc(OC)ccc3[nH]c2=O)C(=O)C2CCCO2)cc1 (stereo not drawn)	-8.6%
Cn1c(CNC(=O)c2ccco2)nnc1SCC(=O)Nc1cccc(Br)c1	-2.7%
O=C(CC1(O)C(=O)Nc2ccc(Br)cc21)c1ccc2c(c1)OCO2 (stereo not drawn)	9.4%
Cc1cccc(SCc2noc(C(=O)NCC3CCCO3)c2C(=O)O)c1 (stereo not drawn)	-9.5%
CC(=NCCCn1ccnc1)C1=C(O)c2ccccc2C1=O	4.0%
COc1ccccc1C(c1nnnn1C1CCCC1)N1CCN2CCCC2C1 (stereo not drawn)	1.7%
CCn1c(=O)c2cc(C(=O)N3CCOCC3)sc2c2ccccc21	4.4%
COc1ccc(CN(Cc2ccccn2)C(=O)CN2C(=O)COc3ccccc32)cc1	2.9%
O=C1CCCN1CN(C(=O)c1ccc2c(c1)OCO2)c1ccc(F)cc1	-9.0%
CCOCCCNC(=O)C1c2ccccc2C(=O)N2CCc3ccccc3C12 (stereo not drawn)	-0.8%
CC1(C)NC(=O)N(CCSc2ccc(Cl)cc2)C1=O	-1.0%
CCOc1cccc(Oc2ncccc2C(=O)/C(C#N)=C/N(C)C)c1	2.5%
O=C(NC(=S)Nc1ccc(N2CCOCC2)c(Cl)c1)c1ccco1	-6.6%
O=C(NCC1COc2ccccc2O1)C1CCCN(S(=O)(=O)c2cccc3nsnc23)C1 (stereo not drawn)	-6.8%
CCN(CC)S(=O)(=O)c1ccc(C(=O)NC2=C(C(=O)OC)SCC2)cc1	-8.7%
COc1ccc(C(=O)Nc2ccccc2C(=O)NC(C(=O)Nc2cccc(C)c2)C(C)C)cc1 (stereo not drawn)	-6.1%
COc1ccc(-c2noc(-c3ccccc3C(=O)Nc3cccc(OC)c3)n2)cc1	-11.6%
CN(C)c1ccc(/C=C2\SC(=S)NC2=O)cc1Br	1.2%
CSCCC(C(=O)NC1=NCCS1)N1C(=O)c2ccccc2C1=O (stereo not drawn)	-6.4%
CCOc1cc2[nH]c(=O)n(CCC(=O)N3CCN(c4ccccc4OC)CC3)c(=O)c2cc1OCC	1.2%
CCN(CCCNC(=O)CN(C)S(=O)(=O)c1ccc2c(c1)CCC(=O)N2)c1cccc(C)c1	-6.6%
c1ccc(CCn2nnnc2CN2CCc3ccccc32)cc1	-5.1%
CC(C)Cn1c(SCc2nnc(-c3cccs3)o2)nc(O)cc1=O	2.3%
CC(C)C[C@H](NC(=O)OC(C)(C)C)C(=O)N/N=C/c1ccc2nccnc2c1	-8.5%
O=C(CSc1nc2nc(-c3cccs3)cc(C(F)(F)F)c2c(=O)[nH]1)NCc1ccco1	6.3%
CCc1c(C)c(C#N)c2nc3ccccc3n2c1N1CCN(c2cc(C)ccn2)CC1	-2.7%
O=C(CCCCn1c(=O)[nH]c2ccccc2c1=O)NCCC1=CCCCC1	-4.9%
Cc1ccc2nsnc2c1S(=O)(=O)N1CCCC1	-5.1%
COCCNC(=O)CNC(=O)c1nn(-c2ccc(OC)c(Cl)c2)c(=O)c2ccccc12	1.8%
CCCNC(=S)NC1CCCC1	-8.2%
CC(C)(C)N1C(=O)c2ccc(C(=O)O)cc2C1=O	-7.4%
COCCn1nnnc1C(c1ccc(OC)c(OC)c1)N1CCc2ccccc21 (stereo not drawn)	-17.7%
O=C(CN1C(=O)C2(OCCO2)c2ccccc21)c1ccc(Br)cc1	0.6%
Cc1ccc(N/C(N)=N/c2nc3c(c(=O)[nH]2)CCCC3)c(C)c1	-1.1%
NS(=O)(=O)c1ccc(NC(=O)CSC2=NC(=O)C(c3ccccc3)C(=O)N2)cc1 (stereo not drawn)	0.6%
CCOC(=O)Cn1nnnc1CN(Cc1ccc(OC)cc1)Cc1cc2cc(CC)ccc2[nH]c1=O	7.9%
CCC(C)(C)n1c(=O)[nH]c2c(c1=O)CCC2	-3.1%
O=C1C(=O)N(CCN2CCOCC2)C(c2ccccn2)/C1=C(/O)c1ccccc1 (stereo not drawn)	3.3%
Cc1ccc(Cn2ncc3c(N4CCN(c5ccc(C)cc5)CC4)ncnc32)cc1	-9.1%
O=C(c1ccc(Cl)cc1)c1oc2ccccc2c1CS(=O)(=O)c1ccccc1	1.7%
CCCn1c(-c2ccc(OC)cc2)nc2nc3ccccc3nc21	-1.8%
Cc1cc(C)nc(NS(=O)(=O)c2ccc(Br)s2)c1	-0.7%
COc1ccc(C2=C(O)C(C)N(c3ccccc3)C2=N)cc1OC (stereo not drawn)	4.6%
COc1ccc(N)cc1-n1c(C)ccc1C	-8.1%
O=C1CCCCCN1C(=O)c1cccc(C(=O)N2CCCCCC2=O)c1	-9.5%

Carrying on:
SMILES	EphA4 KYL inhibition
O=C1C2C3C=CC(C3)C2C(=O)N1/N=C/c1ccc(-c2ccccc2[N+](=O)[O-])o1 (stereo not drawn)	-7.9%
COc1ccc(/C=C/C(=O)Nc2nc(C)cc(C)n2)cc1OC	12.0%
COc1ccc(C(NC(=O)C(c2ccccc2)c2ccccc2)NC(=O)C(c2ccccc2)c2ccccc2)cc1	-5.9%
CCN1CCN(C(=O)CCN2C(=O)COc3ccc(C)cc32)CC1	-23.4%
CCOC(=O)/C=C1\NC(C)(C)Cc2cc(OC)c(OC)cc21	-2.9%
O=C(c1ccccc1Br)N1CCN(c2ccc([N+](=O)[O-])cc2Cl)CC1	20.6%
Cc1nn(CCC(=O)O)c2nc(-c3cccnc3)cc(C(F)(F)F)c12	-4.5%
CN1C(=O)/C(=N/OC(=O)c2ccccc2)c2ccccc21	-23.1%
Cc1ccc2c(c1)c(C)c(C)n2CC(O)Cn1nc(C)cc1C (stereo not drawn)	-2.4%
O=C(CCCOc1ccccc1)N1CCN(c2ccccc2)CC1	-5.0%
COCCn1c(SCC(=O)Nc2cccc(C(=O)OC)c2)nc2ccccc2c1=O	-3.8%
COC(=O)CNC(c1ccccc1)c1cc(Br)ccc1NC(=O)CCCNC(=O)OCc1ccccc1 (stereo not drawn)	-6.3%
O=C(NCCSCc1ccco1)c1ccc(CN2CCOCC2)cc1	0.9%
Cc1cc(C2C(C#N)=C(N)OC3=C2C(=O)CCC3)c(C)s1 (stereo not drawn)	-3.2%
O=C(NCc1ccc(F)cc1)c1ccc(CS(=O)(=O)Cc2ccccc2F)o1	-2.9%

Grouped by structure: those above containing a thiophene ring, fused or not
SMILES	EphA4 KYL inhibition
CC(C)n1c(C(=O)OCC(=O)NCc2ccc3c(c2)OCO3)cc2sccc21	9.2%
CCn1c(=O)c2cc(C(=O)N3CCOCC3)sc2c2ccccc21	4.4%
CC(C)Cn1c(SCc2nnc(-c3cccs3)o2)nc(O)cc1=O	2.3%
O=C(CSc1nc2nc(-c3cccs3)cc(C(F)(F)F)c2c(=O)[nH]1)NCc1ccco1	6.3%
Cc1cc(C)nc(NS(=O)(=O)c2ccc(Br)s2)c1	-0.7%
Cc1cc(C2C(C#N)=C(N)OC3=C2C(=O)CCC3)c(C)s1 (stereo not drawn)	-3.2%

Continued:
SMILES	EphA4 KYL inhibition
Cc1c(Cl)cccc1NC(=O)CSc1nnc(CCNC(=O)OC(C)(C)C)o1	-0.3%
CCO/N=C(/c1nonc1N)N1CCN(c2ccc([N+](=O)[O-])cc2)CC1	-16.5%
c1ccc(-n2cnnc2SCc2cn3ccccc3n2)cc1	-12.0%
O=C(CSc1nnc(Cc2cc(=O)[nH]c(=O)[nH]2)n1-c1ccc(F)cc1)NC1CCCC1	-3.1%
CCCC(c1nnnn1C(C)(C)CC)N1CCN(C2CCCC2)CC1 (stereo not drawn)	1.0%
CCOC(=O)N1CCC(Nc2c(-c3ccc(C)c(C)c3)c(=O)c2=O)CC1	-14.0%
CCOc1ccc(N=C(NC#N)SCC(=O)NC2CC2)cc1	-20.0%
CC(C)C(c1nnnn1C1CCCC1)N1CCc2ccccc21 (stereo not drawn)	-15.2%
CCOc1cc(/C=C2\C(=O)N(c3ccc(S(N)(=O)=O)cc3)N=C2C)ccc1O	-7.7%
CCOC(=O)c1ccc(NS(=O)(=O)c2cc(-c3nnnn3C)ccc2OC)cc1	7.4%
Cc1ccc(NC(=O)CCC(=O)NNC(=O)c2ccco2)cc1C	-12.7%
O=S(=O)(NC(=NC1CCCC1)C(F)(F)F)c1ccccc1	-0.2%
CN(C)c1ccc(/C=C(\NC(=O)c2ccccc2)C(=O)NCc2ccncc2)cc1	6.2%
COc1cc([N+](=O)[O-])ccc1NC(=O)CCCOc1ccccc1	-15.1%
CN(C)c1ccc(C(c2nnnn2C(C)(C)C)N2CCc3ccccc3C2)cc1 (stereo not drawn)	-7.4%
CC1=NOC(=O)/C1=C/c1ccc(OCc2ccc(F)cc2)cc1	-4.8%
COc1ccc(N(CC(=O)NC2CCCC2)C(=O)Cn2nnc(-c3ccc(C)cc3)n2)cc1OC	-8.2%
Cc1nc2ccccn2c1C(=O)NCc1ccc2c(c1)OCO2	-7.3%
CCOc1ccccc1NC(=O)c1nc[nH]c1C(=O)Nc1ccccc1OCC	-6.4%
CCc1ccc(N(C(=O)CNC(=O)c2cccs2)C(C(=O)NC(C)(C)C)c2cc(OC)c(OC)c(OC)c2)cc1 (stereo not drawn)	-11.2%
CC(C)(/C=N/O)/[N+]([O-])=C/c1ccco1	-4.4%
c1ccc(Nc2nc(-c3cccnc3)cs2)nc1	1.2%
CN(c1ncc(C(F)(F)F)cc1Cl)n1cc(C(N)=O)c2ccccc2c1=O	-6.9%
COc1ccc(NC(=O)c2cnn3c(C(F)(F)F)cc(-c4ccco4)nc23)cc1OC	-13.8%
CCCc1cc2c(cc1NC(=O)c1ccccc1C)OCO2	-7.8%
CCN1CCN(C(=O)CCNC(=O)Cn2ccc3ccccc3c2=O)CC1	0.4%
CCNC(=S)NNC(=O)c1cc(-c2cc(C)ccc2C)nc2ccccc12	-13.4%
O=C(Nc1ccc(I)cc1Cl)c1ccccc1Cl	-0.7%
CCCNc1nc(NCC)nc(OC)n1	4.2%
CN(C)CC1(c2ccccc2)CCCC1	-5.7%
COc1cccc(NC(=O)CSc2nnc(CN3CCOCC3)n2C)c1	-11.3%
CC1CCN(S(=O)(=O)c2ccc(N/N=C(/C#N)C(N)=O)cc2)CC1	-6.6%
CCOC(=O)N1CCN(c2nc3ccccc3nc2C(C#N)C(=O)NCCc2ccccc2)CC1 (stereo not drawn)	7.5%
CCOC(=O)C1Cc2ccccc2CN1 (stereo not drawn)	-10.3%
CCN(CC)CC(=O)c1c[nH]c2ccc(C)cc12	-24.3%
Cn1c(SCC(=O)NCc2ccco2)nnc1-c1c[nH]c2ccccc12	-11.2%
CCCCCCCCOC1OC(CO)C(O)C(O)C1NC(C)=O (stereo not drawn)	-6.2%
Nc1c(N=Nc2cccc(Cl)c2)c(=O)[nH]n1-c1ccccc1	-10.2%
CCC(=O)N(Cc1cc2cccc(C)c2[nH]c1=O)c1ccccc1OC	-10.1%
COc1ccc(CN2CCOCC2)cc1Br	-1.6%
CCOc1ccccc1NC(=O)c1ccc(Cl)c(NC(=O)CC(c2ccccc2)c2ccccc2)c1	4.6%
O=C1/C(=C/c2ccc([N+](=O)[O-])cc2)C=C(c2ccccc2)N1c1ccc(O)cc1	-0.4%
O=C(CSc1nnc(-c2c[nH]c3ccccc23)o1)N1CCCCC1	-5.1%
CCC(=O)Nc1cccc(NC(C)=O)c1	-8.8%
CCCCC(=O)Nc1ccc(C(=O)N2CCC(C(=O)OCC)CC2)cc1	9.3%

Some of these compounds in order of formula weight, low to high:
SMILES	EphA4 KYL inhibition
COc1ccc(CN2CCOCC2)cc1Br	-1.6%
Nc1c(N=Nc2cccc(Cl)c2)c(=O)[nH]n1-c1ccccc1	-10.2%
CCCCCCCCOC1OC(CO)C(O)C(O)C1NC(C)=O (stereo not drawn)	-6.2%
CC1CCN(S(=O)(=O)c2ccc(N/N=C(/C#N)C(N)=O)cc2)CC1	-6.6%
Cn1c(SCC(=O)NCc2ccco2)nnc1-c1c[nH]c2ccccc12	-11.2%

Continued.
SMILES	EphA4 KYL inhibition
O=C(Nc1ccc(N2CCCCC2)c(Cl)c1)c1ccc(N2CCOCC2)c([N+](=O)[O-])c1	-6.5%
CCCCN(CC)CCNS(=O)(=O)c1ccc2c(c1)oc(=O)n2C	-17.0%
CCc1ccc(-c2cc(C(=O)Nc3c(C)n(C)n(-c4ccccc4)c3=O)c3ccccc3n2)s1	-6.8%
Cc1ccc(S(=O)(=O)Cn2cnnn2)cc1	-1.5%
CC(=O)Nc1ccc(OC(=O)c2cc([N+](=O)[O-])ccc2Cl)cc1	-15.1%
O=C(O)Cn1c(SC2CCCCC2)nc2ccccc21	-6.9%
Cc1ccc(C(=O)N/C(=C\c2cccc(Br)c2)C(=O)N2CCCCC2)cc1	-2.3%

Only part of the results is shown, so the mix of outcomes need not match the whole.
